# Screening data deposited in PubChem by National Center for Advancing Translational Sciences (NCATS).
# S2 tox: Viability Counterscreen for Primary qHTS for Inhibitors of ATXN expression | 400,000 tested, 0.49% active | Potency, µM (highest dose often 56.7 µM), usual class: cytotoxic | S2 cells (HEK-293 line with an ATXN2-luciferase reporter) viability, CellTiter-Fluor protease fluorescence, 24 h | AID 651635, 2014; also: nearly all actives have a fitted effect of over 40% in size
# ATXN2 expr inh: Primary qHTS for Inhibitors of ATXN expression. Potency, µM (doses to about 57 µM), for the others: at the top dose activity change, negative = inhibition, most hits filed as inhibitors. AID 1745845, 2022. HEK-293 ATXN2-luciferase reporter, luminescence, 24 h. 360,000 tested, 0.72% active; also: % is scaled to controls: 0 for no effect and ±100 for the full control effect; nearly all actives have a fitted effect of over 55% in size
#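 ATXN2-luciferase reporter cells (luciferase flanked by upstream and downstream ATXN2 gene portions) were treated 24 h at 37 °C with compounds at up to 57 uM. SteadyGlo luminescence gave expression; GF-AFC fluorescence gave viability.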
# MCF10A rerep: A quantitative high throughput screen for small molecules that induce DNA re-replication in MCF 10a normal breast cells. MCF 10A DNA re-replication, Hoechst nuclear intensity, 48 h. Potency, µM (highest dose often 46.1 µM), inactives show at the top dose activity, positive = re-replication, actives largely listed as activators. 350,000 tested, 2.9% active. AID 624296, 2012; also: % of control where 0% means no effect; nearly all actives have a fitted effect of over 50% in size
# Nrf2 block: Nrf2 qHTS screen for inhibitors; A549 ARE-Fluc reporter, luciferase luminescence, 18-24 h; 360,000 tested, 2.1% active; AID 504444, 2011; Potency, µM (doses to about 46 µM), inactives show at the top dose activity change, negative = inhibition, hits mostly inhibitors; also: % is scaled to controls: 0 for no effect and ±100 for the full control effect; nearly all actives have a fitted effect of over 60% in size
#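 Reporter: ARE-Fluc in A549. Exposure: 18-24 h, 37 °C, 5% CO2, 5% FBS OPTI-MEM. Readouts: fluorescent cytotoxicity (CellTiter-Fluor), then luminescent Nrf2 signal after BugLite.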
# HepG2 tox: qHTS for Inhibitors of TGF-b: Cytotox Counterscreen; HepG2 CAGA-GFP viability, ATP luminescence, 18 h; Potency, µM (series often up to 46.1 µM), for inactives: at the top dose activity change, negative = cytotoxicity, hits mostly cytotoxic; 410,000 tested, 0.76% active; AID 588856, 2011; also: some results filed as inactive show a strong effect at the top dose
#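 CellTiter-Glo luminescence gave cytotoxicity after 18 hours at 37 degrees C. The cells were HepG2 CAGA-GFP in 1% FBS DMEM, stimulated with 500 pg/mL TGF-beta after compound addition. %Activity was normalised to no-cell wells (complete cell-killing) and DMSO (no toxicity), and curves were fitted and classified.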
# TGFb inhibitor: qHTS for Inhibitors of TGF-b. 410,000 tested, 1.2% active. Potency, µM (series often up to 46.1 µM), for the others: top-dose activity, negative = inhibition, hits mostly inhibitors. HepG2 CAGA-GFP TGF-b/SMAD3 reporter, GFP fluorescence, 18 h; TGF-beta stimulated, 500 pg/mL final. AID 588855, 2011; also: % is scaled to controls: 0 for no effect and ±100 for the full control effect; nearly all actives have a fitted effect of over 65% in size
#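 Cell-based qHTS in HEPG2 carrying a CAGA-GFP Smad reporter; compounds added before 500 pg/mL final TGF-beta, 18 h incubation at 37 degrees C, GFP fluorescence quantified per cell by imaging cytometry.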
# EPAC2 antagonist: qHTS for Antagonist of cAMP-regulated guanine nucleotide exchange factor 2 (EPAC2): primary screen; Rap guanine nucleotide exchange factor 4 (Homo sapiens), Q8WZA2; EPAC2 GEF exchange of Rap1B-BODIPY-GDP, fluorescence; Potency, µM (highest dose often 114 µM), without a hit: at the highest dose activity, negative = inhibition, most hits filed as inhibitors; 360,000 tested, 0.18% active; also: % is scaled to controls: 0 for no effect and ±100 for the full control effect; nearly all actives have a fitted effect of over 45% in size; many of its hits are not listed in these tables
# Target sequence (Q8WZA2 whole entry, looked up): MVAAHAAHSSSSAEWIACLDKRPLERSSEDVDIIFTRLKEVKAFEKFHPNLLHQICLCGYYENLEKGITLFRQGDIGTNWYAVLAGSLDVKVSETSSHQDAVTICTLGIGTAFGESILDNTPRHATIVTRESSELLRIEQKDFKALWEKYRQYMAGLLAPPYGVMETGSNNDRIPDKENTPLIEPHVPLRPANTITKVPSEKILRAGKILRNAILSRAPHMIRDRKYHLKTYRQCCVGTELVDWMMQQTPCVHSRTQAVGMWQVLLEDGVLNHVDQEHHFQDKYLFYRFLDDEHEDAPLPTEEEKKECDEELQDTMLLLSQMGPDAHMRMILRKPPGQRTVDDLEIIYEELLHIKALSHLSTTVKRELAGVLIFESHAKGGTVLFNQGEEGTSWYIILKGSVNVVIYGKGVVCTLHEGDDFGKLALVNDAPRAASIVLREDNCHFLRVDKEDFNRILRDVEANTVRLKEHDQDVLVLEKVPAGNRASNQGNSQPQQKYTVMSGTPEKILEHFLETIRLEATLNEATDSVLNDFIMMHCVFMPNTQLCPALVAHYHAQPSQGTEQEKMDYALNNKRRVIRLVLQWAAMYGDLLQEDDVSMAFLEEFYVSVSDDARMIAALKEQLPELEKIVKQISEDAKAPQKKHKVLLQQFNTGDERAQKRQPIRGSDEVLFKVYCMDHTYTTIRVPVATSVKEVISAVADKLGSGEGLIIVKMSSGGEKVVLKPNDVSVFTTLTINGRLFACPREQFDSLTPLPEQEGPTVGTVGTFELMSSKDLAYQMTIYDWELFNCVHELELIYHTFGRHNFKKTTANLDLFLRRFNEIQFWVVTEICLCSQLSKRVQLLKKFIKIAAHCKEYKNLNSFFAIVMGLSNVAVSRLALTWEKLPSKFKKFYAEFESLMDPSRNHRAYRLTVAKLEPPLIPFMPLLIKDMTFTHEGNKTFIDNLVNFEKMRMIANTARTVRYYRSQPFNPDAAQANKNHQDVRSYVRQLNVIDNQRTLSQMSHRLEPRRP
# Nrf2 ARE act: qHTS of Nrf2 Activators; AREc32 ARE-luciferase reporter (MCF7-derived line), luminescence, 24 h; Potency, µM (titrated, usually from 46.1 µM), for inactives: top-dose activation, most hits filed as activators; 410,000 tested, 0.31% active; AID 624171, 2012; also: % of control where 0% means no effect; nearly all actives have a fitted effect of over 65% in size
#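 Nrf2 activation is followed as ARE-luciferase induction in the AREc32 line after one day of compound treatment; luminescence is read with Steady-Glo.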
# A549 viability: Nrf2 qHTS screen for inhibitors: counterscreen for cytotoxicity | Potency, µM (highest dose often 46 µM), inactives show at the top dose activity change, negative = cytotoxicity, most hits filed as inhibitors | AID 504648, 2011 | A549 ARE-Fluc cells, CellTiter-Fluor viability, 18-24 h | 390,000 tested, 0.16% active; also: % is scaled to controls: 0 for no effect and ±100 for the full control effect
#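 A549 ARE_Fluc cells in 5% FBS OPTI-MEM were exposed to compounds in concentration-response for 18-24 h at 37 deg C. Viability was read by CellTiter-Fluor fluorescence (Ex 405/Em 525) after 30 min, before the luciferase read.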
# The depositor's hits bear a star; i = inactive; ? = inconclusive; · = no result given; & = joins results of further samples; ! = a repeat was not active; [ ] = another dose, or the depositor's remark. Calls follow the shape of the dose curve; as a rule, active = well fitted curve in the direction sought with a large enough effect; inconclusive = small, poorly fitted or top-dose-only effect, or another doubt; inactive = no such curve, though single readings can be large; an effect the other way counts as inactive or inconclusive. Potency is read from the fitted curve at half-maximal effect. These rows are one share of the data, so the mix of outcomes need not match the whole.
SMILES,S2 tox,ATXN2 expr inh,MCF10A rerep,Nrf2 block,HepG2 tox,TGFb inhibitor,EPAC2 antagonist,Nrf2 ARE act,A549 viability
O=C(Nc1ccc([N+](=O)[O-])cn1)C1CC2CCC1C2 (stereo not drawn),i,6.7%,1.1%,11.9%,-27.0%,-23.7%,-6.3%,0.1%,3.1%
COc1ccc(-n2c(C)cc(C(=O)COc3ccc(-n4cnnn4)cc3)c2C)cc1,i,9.0%,10.7%,·,-1.6%,-0.4%,-4.4%,2.2%,2.8%
Nc1ccc2oc(-c3ccccc3Cl)nc2c1,i,0.5%,6.3%,?,-2.2%,-16.4%,9.7%,0.5%,3.9%
COc1ccc(NC(=O)C2C3C=CC4(O3)C2C(=O)N(CCN2CCCCC2C)C4C(=O)NC2CCCC(C)C2C)cc1 (stereo not drawn),?,-11.8%,-5.0%,3.1%,-10.5%,2.0%,2.3%,-0.5%,-18.3%
CCOc1ccc2nc(N3CCCC(C(=O)Nc4ccc(OC)cc4)C3)sc2c1 (stereo not drawn),·,·,·,22.9%,-2.5%,-18.9%,·,6.5%,-7.1%
O=C1CS/C(=N/N=C/c2ccccc2)N1Cc1ccco1,·,3.6%,-5.8%,-28.6%,-0.3%,2.9%,2.8%,19.8%,3.7%
CCc1ccc(CNC(=O)Cn2nc(C)c3nn(-c4ccc(Cl)cc4)c(C)c3c2=O)cc1,·,·,·,·,-2.2%,0.0%,·,0.5%,-17.5%
Cn1c(=O)[nH]c(=O)c2c1nc(NCc1ccco1)n2Cc1ccccc1Cl,i,·,1.4%,?,0.6%,4.1%,9.0%,-0.2%,0.9%
CCNC(=S)N(CCN(C)C)Cc1cc2cc3c(cc2[nH]c1=O)OCO3,i,6.2%,4.4%,-4.3%,0.7%,-10.4%,-1.1%,-0.8%,12.2%
O=C(NCC(c1ccco1)N1CCc2ccccc2C1)c1cccc(Br)c1 (stereo not drawn),i,-12.9%,?,-16.4%,0.0%,-12.5%,-5.9%,2.8%,0.1%
Cc1ccc(S(=O)(=O)NNC(=S)Nc2ccccc2)cc1,i,0.0%,9.7%,0.8%,1.8%,6.4%,0.1%,0.5%,0.6%
Cc1ccc(NC(=O)CN2C(=O)NC3(CCCc4ccccc43)C2=O)cc1S(=O)(=O)N1CCOCC1 (stereo not drawn),i,-16.9%,-1.4%,5.1%,5.6%,3.7%,4.0%,0.4%,8.9%
CC1CCCC(NC(=O)COC(=O)Cc2ccc(Cl)cc2)C1C (stereo not drawn),i,-10.0%,2.4%,7.7%,-11.8%,-5.1%,1.0%,-0.9%,0.6%
CO/N=C/NC(=O)NOCc1ncc(C(F)(F)F)cc1Cl,i,2.5%,-1.1%,?,-3.1%,32.0%,-4.5%,3.2%,11.3%
Clc1ccccc1Cc1noc(CN2CCSCC2)n1,i,·,0.6%,19.6%,5.3%,20.4%,?,-0.6%,-3.1%
Cc1ccc(-c2cc(C(=O)NCCc3ccccc3)c3ccccc3n2)cc1C,i,16.4%,·,·,-21.3%,-18.5%,·,0.9%,0.4%
O=C(/C=C/c1ccc(Cl)cc1)NCCN1CCOCC1,i,10.8%,?,19.9%,2.4%,-25.1%,16.7%,-0.4%,7.1%
Cc1ccc(NC(=O)CN(C)C(=O)C2CSC3(C)CCC(=O)N23)cc1 (stereo not drawn),i,·,·,·,1.0%,-2.2%,15.6%,0.0%,·
COc1cccc(CN(C(=O)c2oc3cc(C)ccc3c2C)C2CCS(=O)(=O)C2)c1 (stereo not drawn),·,·,·,?,-14.1%,-14.4%,·,0.1%,-13.7%
O=C1CN(S(=O)(=O)c2ccc(F)cc2)c2ccccc2N1,i,-10.5%,4.9%,?,-2.5%,1.8%,8.3%,-0.5%,-3.3%
CCc1ccccc1NC(=O)Cn1c(=O)n(Cc2ccco2)c(=O)c2sc3ccccc3c21,i,0.2%,·,6.0%,-13.0%,-4.0%,·,-0.6%,1.8%
Clc1ccc(CN(Cc2ccccc2)C(c2cccs2)c2nnnn2C2CCCC2)cc1 (stereo not drawn),i,-16.2%,?,?,-9.5%,-17.4%,4.5%,-0.2%,-9.9%
CCN(Cc1ccncc1)Cc1c(O)ccc2ccccc12,i,-10.1%,10.1%,16.4%,-14.6%,-26.3%,-13.3%,13.7%,7.8%
Cc1c(Cl)cccc1NC(=O)CCN1CCN(CCO)CC1,i,-6.9%,2.0%,12.8%,6.1%,19.0%,7.8%,-0.8%,11.9%
COc1ccc(/C=N/Nc2nc(N)cc(Cl)n2)cc1OC,i,-2.8%,-5.4%,-13.7%,-1.6%,?,-6.9%,5.3%,-1.0%

# Reprinted at random: 2 entries already listed
SMILES,S2 tox,ATXN2 expr inh,MCF10A rerep,Nrf2 block,HepG2 tox,TGFb inhibitor,EPAC2 antagonist,Nrf2 ARE act,A549 viability
Cc1c(Cl)cccc1NC(=O)CCN1CCN(CCO)CC1,i,-6.9%,2.0%,12.8%,6.1%,19.0%,7.8%,-0.8%,11.9%
Clc1ccccc1Cc1noc(CN2CCSCC2)n1,i,·,0.6%,19.6%,5.3%,20.4%,?,-0.6%,-3.1%

# Continued.
SMILES,S2 tox,ATXN2 expr inh,MCF10A rerep,Nrf2 block,HepG2 tox,TGFb inhibitor,EPAC2 antagonist,Nrf2 ARE act,A549 viability
Cc1ccc(CS(=O)Cc2ccc(C(=O)NCCCc3ccccc3)o2)cc1 (stereo not drawn),i,·,·,·,-32.1%,-21.5%,6.4%,2.8%,·
O=C(NC1CC1)C1CCN(C2CCN(C(=O)c3ccc(C(F)(F)F)cc3)CC2)CC1,i,1.9%,3.5%,10.4%,3.3%,1.6%,-6.3%,-0.3%,0.5%
Cc1ccc(Cc2c(-c3ccc(C#N)cc3)nc3ccc(Br)cn23)cc1,i,6.3%,·,·,-18.7%,-1.4%,8.6%,3.1%,·
N#CCOc1ccccc1/C=N/n1nnnc1N,i,-0.5%,-0.3%,-14.3%,12.0%,-12.6%,7.6%,0.5%,0.7%
CCOc1ccc(N2C(=O)CCC2=O)cc1,i,3.8%,-3.4%,1.9%,-6.0%,-13.1%,24.0%,0.4%,-10.3%
Cc1ccc(S(=O)(=O)N2CCN(c3ncnc4scc(-c5ccc(F)cc5)c34)CC2)cc1,i,0.4%,?,?,-0.8%,-0.9%,2.9%,0.9%,-15.2%
CCC1CCCCN1CCCNC(=O)c1cc2c(Cl)nc3ccccc3c2s1 (stereo not drawn),·,31.6µM*,12.7%,15.7%&18.1%,12.6µM*!,?,1.4%,?,?
CC(C)n1c(=O)c2ccccc2n1CC(=O)N1CCOCC1,i,9.2%,·,·,·,·,-3.4%,-0.3%,·
Cc1ccc(C)c(NC(=O)CCS(=O)(=O)c2cccc3nsnc23)c1,i,13.2%,·,4.9%[9.27 µM],-13.5%,-1.6%,·,0.3%,2.0%
CCC(C)C(NC(=O)c1ccccc1NC(=O)c1ccccc1)C(=O)N1CCOCC1 (stereo not drawn),?,1.4%,?,-8.5%,8.2%,0.8%,2.7%,0.3%,0.0%
CCC(=O)N1CCc2cc(Br)cc(S(=O)(=O)CCC(=O)N3CCN(c4ccc(OC)cc4)CC3)c21,i,-2.5%,·,-21.6%[9.27 µM],1.5%,21.4%,·,0.1%,1.0%
N#CN=C(N)c1ccccc1,i,4.7%,-11.1%,?,-1.2%,-8.0%,11.8%,-0.4%,1.3%
CC1CCN(C(=O)CSc2nnc(-c3ccco3)o2)CC1,i,21.6%,-5.0%,16.4%,-0.5%,15.1%,6.2%,2.3%,-7.8%
Cc1cc(C)c(C#N)c(SCC(=O)N2CCN(Cc3ccccc3)CC2)n1,i,-0.4%,-1.0%,·,12.9%,-18.8%,4.9%,0.0%,-5.3%
Cc1ccc(-c2nc3cc(Cl)ccc3o2)cc1NC(=O)c1cc([N+](=O)[O-])ccc1N1CCOCC1,i,30.0%,·,?,-24.1%,-40.4%,·,5.0%,7.3%
CCCn1c(=S)[nH]c2cc(C(=O)N3CCc4ccccc43)ccc2c1=O,i,-7.9%,?,?,-21.3%,1.2%,-3.4%[57.1 µM],-1.1%,-6.4%
Cc1cc(C(=O)N2CCC(CO)(Cc3cccc(C(F)(F)F)c3)CC2)n[nH]1,i,8.6%,1.9%,?,0.7%,0.3%,-5.6%,0.2%,-2.7%
CCCCNC(=S)NNC(=O)c1ccco1,i,7.1%,10.6%,-27.9%,-12.1%,-11.7%,-9.4%,0.8%,·
COc1ccc(N2CCN(CCCNC(=O)CCCn3c(=O)[nH]c4ccsc4c3=O)CC2)cc1,i,0.8%,0.4%,0.0%,-34.7%,9.2%,4.1%,0.1%,13.0%
Cc1cc(C(=O)CN2C(=O)NC(Cc3c[nH]c4ccccc34)C2=O)c(C)n1C (stereo not drawn),?,5.8%,-1.1%,-9.6%,2.0%,-2.2%,1.9%[57.1 µM],-0.6%,-1.0%
COc1ccc(NC(=O)CC(C)CC(=O)NCc2ccccc2)c(OC)c1 (stereo not drawn),i,-36.9%,4.8%,-5.0%,23.6%,7.2%,-8.0%,0.2%,22.3%
COc1cc(C(=O)OCc2csc(CC(=O)Nc3cc(C)ccc3C)n2)ccc1OC(F)F,i,-12.7%,?,0.8%,-13.7%,-6.9%,4.7%,4.9%,1.2%
CCCCc1nnc(NC(=O)COC)s1,i,28.4%,-1.8%,11.9%,7.2%,5.4%,5.5%,0.3%,-4.6%
O=C(CN1CCN(Cc2ccccc2F)C1=O)NCCc1ccc(Cl)cc1,i,-1.9%,-0.4%,-4.1%,-23.7%,-15.2%,6.0%,0.4%,1.3%

# Quoted from the listing:
# TGFb inhibitor with N#CN=C(N)c1ccccc1 → -8.0%
# A549 viability with CCC(=O)N1CCc2cc(Br)cc(S(=O)(=O)CCC(=O)N3CCN(c4ccc(OC)cc4)CC3)c21 → 1.0%
# EPAC2 antagonist with Cc1cc(C(=O)N2CCC(CO)(Cc3cccc(C(F)(F)F)c3)CC2)n[nH]1 → -5.6%
